TTR transcr act: increases transthyretin transcription; SH-SY5Y TTR promoter Gaussia luciferase, luminescence; 100% = recombinant luciferase protein wells; activation, % at 16.7 µM; actives 1.3% (n = 92,000); AID 1117267;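 active means activation above the mean of all tested compounds plus 3 SD, cut at about 9.5% in these data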;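 further: cells exposed to compounds for one day before reading; 0% = median of all test compound wells on the plate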
Active calls of the source: *.

TTR transcr act	smiles
-2.3	CC(=O)c1c(C)[nH]c(C(=O)CSc2nnc(-c3cccs3)n2Cc2ccccc2)c1C
-3.2	Cc1ccc(-c2nc(SCC(=O)Nc3cc(S(=O)(=O)N4CCCCC4)ccc3Cl)n[nH]2)cc1
1.0	CCOC(=O)C1=CN(Cc2ccco2)S(=O)(=O)N(C)C1c1ccc(C(F)(F)F)cc1 (stereo not given)
-2.3	Nc1cc(OCc2ccccc2)ccc1OCc1ccccc1
2.8	Cc1ccc(S(=O)(=O)N2CCN(CC(=O)NC(=O)NCc3ccco3)CC2)cc1C
-4.2	CC1(C(=O)NS(=O)(=O)c2ccc3c(c2)CCO3)CCN1C(=O)C1(c2ccc(Cl)cc2)CC1 (stereo not given)
0.3	Cc1cc(C)nc(N/C(=N\S(=O)(=O)Cc2ccccc2)Nc2ccccc2Br)n1
1.2	NC(=O)CC(NC(=O)Cc1cccc2ccccc12)c1ccc(NCCN2CCCCC2)c([N+](=O)[O-])c1 (stereo not given)
-0.1	O=C(c1ccc2oc(Cc3ccc(Cl)cc3)nc2c1)N1CC[C@H](O)C1
-2.8	CNc1nc(C)nc(-n2nc(C)cc2C)n1
-2.1	CC(=O)c1c(NCCc2ccccc2)nc(=S)n(-c2ccccc2)c1C
-0.7	CCOC(=O)C1=C(C)NC(C)=C(C(=O)OCC)C1C(=O)OCC(=O)N(C)Cc1ccccc1
-1.8	CCN1CCCc2cc(CN(CCN3CCOCC3)C(=O)Nc3ccc(C)c(C)c3)ccc21
-1.9	COc1ccc(NC(=O)CSc2ccccn2)c([N+](=O)[O-])c1
2.7	COc1ccc([N+](=O)[O-])cc1NS(=O)(=O)c1cc(C(=O)N2CCN(C)CC2)ccc1OC
1.1	CCN(CC)S(=O)(=O)c1ccc2c(c1)c(=O)c(C(=O)NCc1cccs1)cn2C
3.6	COc1ccc(O)c(/C=N/NC(=O)c2ccc(N3CCCC3=O)cc2)c1
3.3	CCN1CCCC1CNS(=O)(=O)c1cc(Br)cc2c1N(C(=O)C1CC1)CC2 (stereo not given)
0.2	S=C(c1ccc(OCc2ccccc2)cc1)N1CCCC1
-3.1	COC(=O)c1cn(-c2ccccc2)nc1-c1ccc(OC)cc1
2.4	CCNc1nc2c(c(=O)[nH]c(=O)n2C)n1CCCc1ccccc1
-3.1	S=C(c1ccccc1)N1CCCc2ccccc21
-1.1	COc1ccc(NC(=O)C(=O)NCCN2CCN(C(=O)c3cccs3)CC2)cc1
0.1	O=c1c2cc(N3CCOCC3)ccc2[nH]c(=S)n1CCN1CCCC1
0.3	CCCc1nc2ccc(NC(=O)c3ccco3)cc2c(=O)n1Cc1ccc(Cl)cc1
0.5	CC/C(Cc1ccccc1)=N/NC(=O)CCn1nnc2ccccc21
3.1	COc1ccc(-n2nnnc2SCC(=O)NC2CCS(=O)(=O)C2)cc1 (stereo not given)
-0.8	Cc1cc2nc(-c3ccccc3)c(Cc3ccsc3)n2c(C)c1Br
6.6	CCC(C)(C)NC(=O)c1ccc2c(c1)N(CC(=O)NC1CCCC1)C(=O)C(C)(C)O2
-4.0	CC(=NCc1ccccc1)C1=C(O)COC1=O
-1.7	C=CCn1c2ccccc2c(=O)c2cc(C#Cc3cc(OC)cc(OC)c3)ccc21
0.9	CC(C)(C)NC(=O)C1CCCN(S(=O)(=O)c2ccc(-n3cnnn3)cc2)C1 (stereo not given)
2.7	O=Cc1ccc(OCC(=O)Nc2ccccc2C(F)(F)F)cc1
1.8	CC(=O)c1cc(-c2ccc(-c3cc(C(=O)O)c4ccccc4n3)cc2)c(=O)n2c1CCC2
-2.6	NC(N)=NCC(O)CN(c1ccccc1)c1ccccc1 (stereo not given)
-0.7	CC1CCCC(C)N1C(=O)COC(=O)c1nn(C)c(=O)c2ccccc12 (stereo not given)
3.9	CCCS(=O)(=O)N1CCCC(C(=O)NCCCN2CCN(c3ccc(F)cc3)CC2)C1 (stereo not given)
-1.9	Cc1c(NC(=O)c2cc(-c3ccc(Cl)cc3)on2)c(=O)n(-c2ccccc2)n1C
-1.6	O=c1[nH]c2ccccc2c2oc(CCl)nc12
0.8	COc1ccc(CNC(=O)C2CCN(C(=O)[C@@H]3Cc4ccccc4CN3)CC2)cc1
-0.4	O=C(O)c1ccc(NN=Cc2cc(=O)[nH]c(=O)[nH]2)cc1
-1.7	Cc1noc(NS(=O)(=O)c2ccc(NC(=O)c3cccc(S(=O)(=O)N(C)c4ccccc4)c3)cc2)c1C
2.5	Cc1ccccc1N1CCN(C2CCCN(C(=O)c3ccc(Cl)s3)C2)CC1 (stereo not given)
2.4	N#Cc1nc(COc2ccc(Br)cc2)oc1N1CCCC1
-2.1	Cc1sc2nc(SCC(=O)Nc3c(C)n(C)n(-c4ccccc4)c3=O)n(C)c(=O)c2c1C
-2.0	S=C(c1cccs1)N1CCN(c2ccccc2)CC1
1.2	Oc1ccc(-c2nnc(SCc3ccccc3)o2)cc1
0.0	Cc1cnc(C(=O)N(c2ccc(N3CCOCC3)cc2)C2C(=O)Nc3ccccc3N=C2c2ccc(F)cc2)cn1 (stereo not given)
0.6	COc1ccc2[nH]cc(CCNC(=O)CC[C@H]3O[C@@H](n4cc(C)c(=O)[nH]c4=O)C[C@@H]3O)c2c1
-0.9	CN(c1ccccc1)S(=O)(=O)c1ccc(C(=O)NCC(c2ccco2)N2CCCCC2)cc1 (stereo not given)

(more compounds)
TTR transcr act	smiles
1.0	Cc1ccc(NCCC(=O)c2cccc([N+](=O)[O-])c2)cc1
-0.9	CC1C=CCC2C(=O)N(c3cccc(C(=O)N4CCN(c5ccc(F)cc5)CC4)c3)C(=O)C12 (stereo not given)
1.1	COc1ccc(N2CCN(C(CNC(=O)C(=O)NCCCO)c3ccco3)CC2)cc1 (stereo not given)
-0.1	CN1CCc2ccccc2C1C1CCNCC1 (stereo not given)
-2.4	Cc1ccc(S(=O)(=O)N2[C@@H](c3ccc4c(c3)OCO4)C(C(=O)O)=C[C@H]2CC2CCCC2)cc1
-2.4	O=c1c2c3c(sc2n(CCN2CCCCC2)c(=O)n1Cc1ccco1)CCCCC3
0.6	COC(=O)/C(C#N)=C/c1ccc(-c2ccc(S(N)(=O)=O)cc2)o1
-1.3	N#C/C(=C\Nc1ccc2c(c1)OCCO2)c1nc2ccccc2[nH]1
-2.1	O=C(CS(=O)c1ccc(C(F)(F)F)cc1[N+](=O)[O-])Oc1ccccc1 (stereo not given)
4.5	Cc1cccc(NC(=S)N2CCN(c3ccccn3)CC2)c1

Part of the list above in order of heavy-atom count, descending:
TTR transcr act	smiles
0.0	Cc1cnc(C(=O)N(c2ccc(N3CCOCC3)cc2)C2C(=O)Nc3ccccc3N=C2c2ccc(F)cc2)cn1 (stereo not given)
-1.7	Cc1noc(NS(=O)(=O)c2ccc(NC(=O)c3cccc(S(=O)(=O)N(C)c4ccccc4)c3)cc2)c1C
-0.9	CC1C=CCC2C(=O)N(c3cccc(C(=O)N4CCN(c5ccc(F)cc5)CC4)c3)C(=O)C12 (stereo not given)
-2.1	Cc1sc2nc(SCC(=O)Nc3c(C)n(C)n(-c4ccccc4)c3=O)n(C)c(=O)c2c1C
1.1	COc1ccc(N2CCN(C(CNC(=O)C(=O)NCCCO)c3ccco3)CC2)cc1 (stereo not given)
0.8	COc1ccc(CNC(=O)C2CCN(C(=O)[C@@H]3Cc4ccccc4CN3)CC2)cc1
2.5	Cc1ccccc1N1CCN(C2CCCN(C(=O)c3ccc(Cl)s3)C2)CC1 (stereo not given)
-2.1	O=C(CS(=O)c1ccc(C(F)(F)F)cc1[N+](=O)[O-])Oc1ccccc1 (stereo not given)
-1.3	N#C/C(=C\Nc1ccc2c(c1)OCCO2)c1nc2ccccc2[nH]1
0.6	COC(=O)/C(C#N)=C/c1ccc(-c2ccc(S(N)(=O)=O)cc2)o1
4.5	Cc1cccc(NC(=S)N2CCN(c3ccccn3)CC2)c1
1.0	Cc1ccc(NCCC(=O)c2cccc([N+](=O)[O-])c2)cc1
1.2	Oc1ccc(-c2nnc(SCc3ccccc3)o2)cc1
-2.0	S=C(c1cccs1)N1CCN(c2ccccc2)CC1
-0.1	CN1CCc2ccccc2C1C1CCNCC1 (stereo not given)
-1.6	O=c1[nH]c2ccccc2c2oc(CCl)nc12

Additional structures follow:
TTR transcr act	smiles
-1.6	CCCc1cc(C(=O)N/N=C/c2ccc(CC)s2)c2ccccc2n1
-0.3	N#Cc1nc(-c2ccc(F)cc2)oc1NCc1ccco1
-0.5	CN(C)CCCCOc1ccccc1-c1ccccc1
1.0	COc1ccc(-c2nc3ccccn3c2/N=C/c2ccc(OC)c(OC)c2)cc1O
2.4	CC(C)(C)C(=O)NC(C(N)=O)=C(Cl)Cl
0.6	COC(=O)Cn1c(C)nc2ccccc21
3.0	NC(=O)CSc1nnnn1-c1cccc(Cl)c1
1.8	CCOc1ccccc1Nc1nnc(SCC(=O)NC(Cc2c[nH]c3ccccc23)C(=O)O)s1 (stereo not given)
-0.7	CCN(CC)C(=O)CSc1nc2cc3c(cc2c(=O)n1CCCC(=O)NCc1ccc(OC)cc1)OCO3
0.9	O=C(Nc1cc(S(=O)(=O)N2CCCCC2)ccc1O)c1ccccc1NS(=O)(=O)c1ccc(F)cc1

Some of these compounds in order of length of the SMILES, smallest number first.
TTR transcr act	smiles
-0.5	CN(C)CCCCOc1ccccc1-c1ccccc1
-0.3	N#Cc1nc(-c2ccc(F)cc2)oc1NCc1ccco1
1.0	COc1ccc(-c2nc3ccccn3c2/N=C/c2ccc(OC)c(OC)c2)cc1O

Additional compounds follow.
TTR transcr act	smiles
2.1	COc1ccccc1NC(=O)C(=O)NCc1ccncc1
0.1	CCOC(=O)c1c(C)oc2c1cc(O)c1ccccc12
4.2	Cc1nc(N2CCOCC2)[nH]c(=O)c1C
-0.5	Oc1ccc(/C=N/Nc2cc(N3CCOCC3)nc(N3CCOCC3)n2)cc1O
-1.7	CC1CN(c2ncnc3c2c(-c2ccccc2)cn3-c2ccc(F)cc2)CC(C)O1 (stereo not given)
0.5	O=C1C=C(c2cc3ccccc3s2)C[C@@H](c2ccc3c(c2)OCO3)C1
-1.6	CCC[C@H]1[C@@H](NC(=O)C(c2ccccc2)c2ccccc2)CC[C@@]23CCCN2C(=O)CCC[C@@H]13
-0.1	Cc1ccc(NNC(=O)c2ccno2)cc1Cl
-0.1	COc1ccc(-n2nnnc2-c2cnc3cc4c(cc3c2C)OCO4)cc1
-0.6	CCCCCCC[C@@H](C/C=C/CCC(=O)N(C)C/C(=C/Cl)C/C(=C\C(=O)N1CC(OC)=CC1=O)OC)OC
-0.6	COc1ccc(OCc2nn3c(-c4ccccn4)nnc3s2)cc1
-1.7	COc1cc(OC)c(C2=NOC(C(=O)N3CCN(C(=O)c4ccco4)CC3)C2)cc1Cl (stereo not given)
-0.7	COc1ccc(-c2sc3ccccc3c2/C=C/c2ccc(N)cc2)cc1
-0.6	CCN(c1cccc(C)c1)S(=O)(=O)c1nnc(NC(=O)c2ccco2)s1
-0.1	O=C(O)CCn1nnc(-c2cccs2)n1
18*	CC(=Nc1ccccc1)C1=C(O)COC1=O
-0.1	COc1cccc(/C=N/N2CCN(C3c4ccccc4-c4ccccc43)CC2)c1O
-0.4	CCOc1cc(C2CC(=O)NC(SCC)=C2C#N)ccc1O (stereo not given)
0.7	CCOC(=O)CCCC(=O)N1CCOCCOCCOCC1
-0.7	Cc1ccn2cc(-c3cnoc3C)nc2c1
4.2	CN(C)S(=O)(=O)N(CC(=O)Nc1ccccc1)c1ccccc1
0.4	CCc1ccc(NC(=O)CS(=O)CC(=O)NCCCc2ccccc2)cc1 (stereo not given)
2.9	CCC(NC(=O)NCc1ccc2c(c1)OCO2)(C(F)(F)F)C(F)(F)F
5.5	CCSc1nnc(NC(=O)[C@@H](NC(=O)c2ccccc2F)C(C)C)s1
-2.1	CCOc1c(Cl)cc(CNC(C)(C)CC(C)(C)C)cc1OC
1.8	O=c1c2ccccc2nc(SCc2nnc(-c3ccccc3Br)o2)n1-c1ccccc1
0.5	CCOC(=O)C1CCCN(Cc2ccccc2C)C1 (stereo not given)
-5.8	O=C(Cc1ccccc1)N[C@@H](Cc1ccccc1)c1nc2ccccc2[nH]1
-0.8	Cc1ccc(CNC(=O)C2CCC(=O)N(CC3CCCCC3)C2)o1 (stereo not given)
-1.4	O=C(c1ccccc1)c1cccc(NC(=O)C2CC2)c1
0.7	CNc1ncnc(NC)c1[N+](=O)[O-]
-1.4	N#Cc1cc(-c2ccccc2)nc(Oc2ccccc2)n1
1.0	Cc1ccc([N+](=O)[O-])cc1S(=O)(=O)NCCc1cn2ccccc2n1
-1.0	COc1ccc(CCNC(=O)CCC(=O)NC2CCCCC2)cc1OC
-6.2	Nc1nc2ccc(Oc3ccccc3)cc2s1
-0.2	CCCCc1ccc(NC(=S)NCCc2ccc(F)cc2)cc1
-1.2	OCC1(O)OC[C@@H](O)[C@H]1O (stereo not given in full)
0.1	CN(C)CCCN(C(=O)c1ccc(S(=O)(=O)N(C)C)cc1)c1nc2ccc(F)cc2s1
-0.1	O=C(c1nc2ccccn2c1CN1CCCC(O)C1)N1CCN(C2CCCCC2)CC1 (stereo not given)
1.2	NS(=O)(=O)c1cccc(NS(=O)(=O)c2cccc(C(F)(F)F)c2)c1
-0.6	C[C@H]1CN([C@@H](C)CO)S(=O)(=O)c2ccc(Br)cc2O[C@@H]1CN(C)S(=O)(=O)c1ccccc1F
0.4	COc1ccc2c(CN3CCN(c4ccc(Cl)c(Cl)c4)CC3)cc(=O)oc2c1
0.3	O=CNCCCc1nc2ccccc2n1Cc1cccc2ccccc12
1.0	Cc1ccc(C(=O)NC(=S)Nc2nc(-c3cccc([N+](=O)[O-])c3)cs2)c(Cl)c1
1.3	CC(=O)Nc1ccc(C(=O)N2CCCC(c3cc(C(=O)Nc4ccccc4)no3)C2)cc1 (stereo not given)
0.5	NNC(=O)c1ccc(COc2ccccc2)cc1
1.2	CCCCn1nnnc1C1(C)CCC(=O)N1CCOc1ccccc1 (stereo not given)
-1.2	Cc1cccc(OC(=O)CCN2C(=O)C3C4C=CC(C5CC45)C3C2=O)c1C (stereo not given)
1.7	Cc1cc(C)n(CCc2nc(-c3ccc(C(C)(C)C)cc3)cs2)n1
-3.5	O=C(Nc1ccc(Br)cc1Cl)c1ccc(OCC2CCCO2)cc1 (stereo not given)

High-throughput results as filed in PubChem BioAssay.

These rows are one share of the data; count on the stated rates, not on these rows.
